RAD52 inh – RAD52 DNA annealing inhibitors, primary screen, biochemical, FRET, single point, set 2. DNA repair protein RAD52 homolog (Homo sapiens), P43351. recombinant RAD52 DNA annealing, FRET fluorescence. inhibition, % at 18.7 µM. hit rate 0.46% among 360,000;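 active means every replicate showing at least 50% inhibition; inconclusive means mean inhibition at least 50% but not in every replicate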
Target sequence (P43351 whole entry, looked up): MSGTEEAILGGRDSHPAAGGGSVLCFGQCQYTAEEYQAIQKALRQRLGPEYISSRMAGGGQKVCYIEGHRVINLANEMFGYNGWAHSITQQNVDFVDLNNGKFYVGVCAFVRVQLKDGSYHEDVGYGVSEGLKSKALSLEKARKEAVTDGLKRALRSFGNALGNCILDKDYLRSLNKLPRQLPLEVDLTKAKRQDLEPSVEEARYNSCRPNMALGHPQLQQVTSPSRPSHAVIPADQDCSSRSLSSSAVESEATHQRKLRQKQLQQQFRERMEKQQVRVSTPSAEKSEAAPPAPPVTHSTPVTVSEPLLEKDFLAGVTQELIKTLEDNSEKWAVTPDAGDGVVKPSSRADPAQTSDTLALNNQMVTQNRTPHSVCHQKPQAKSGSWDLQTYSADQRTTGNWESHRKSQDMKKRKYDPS
Casp6 inh – human caspase-6 inhibitors, primary screen, biochemical, VEID-R110 fluorescence, single point, set 2; purified caspase-6, Z-VEID-R110 cleavage fluorescence; inhibition, % at 12.5 µM; hit rate 0.53% among 350,000; AID 686996, 2013;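 active means mean inhibition across replicates at least about 35%, with every replicate also reaching that limit, limit read from the data; inconclusive means only one of the two criteria met; inactive means neither criterion met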;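 further: 0% = median of neutral control wells and 100% = no fluorescence left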
E-selectin induc – E-selectin induction in HUVECs, primary screen, imaging, HUVEC, immunofluorescence imaging, single point; hit rate 0.37% among 260,000; AID 686992, 2013; activation, % at 7.58 µM; normalized: neutral wells 0, TNF-alpha wells 100; P16581;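 active means mean E-selectin-positive cell signal at least 10% of the positive control, reached in at least 60% of replicates, without over 20% cell loss; inconclusive means no rule given, readout overlaps actives, possibly toxicity-flagged; inactive means the rest, including those meeting only one limit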;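 further: in these data hits start at about 27%; measured in HUVEC primary endothelial cells; signal is the percent of cells scored E-selectin positive by PE staining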
Target sequence (P16581 whole entry, looked up): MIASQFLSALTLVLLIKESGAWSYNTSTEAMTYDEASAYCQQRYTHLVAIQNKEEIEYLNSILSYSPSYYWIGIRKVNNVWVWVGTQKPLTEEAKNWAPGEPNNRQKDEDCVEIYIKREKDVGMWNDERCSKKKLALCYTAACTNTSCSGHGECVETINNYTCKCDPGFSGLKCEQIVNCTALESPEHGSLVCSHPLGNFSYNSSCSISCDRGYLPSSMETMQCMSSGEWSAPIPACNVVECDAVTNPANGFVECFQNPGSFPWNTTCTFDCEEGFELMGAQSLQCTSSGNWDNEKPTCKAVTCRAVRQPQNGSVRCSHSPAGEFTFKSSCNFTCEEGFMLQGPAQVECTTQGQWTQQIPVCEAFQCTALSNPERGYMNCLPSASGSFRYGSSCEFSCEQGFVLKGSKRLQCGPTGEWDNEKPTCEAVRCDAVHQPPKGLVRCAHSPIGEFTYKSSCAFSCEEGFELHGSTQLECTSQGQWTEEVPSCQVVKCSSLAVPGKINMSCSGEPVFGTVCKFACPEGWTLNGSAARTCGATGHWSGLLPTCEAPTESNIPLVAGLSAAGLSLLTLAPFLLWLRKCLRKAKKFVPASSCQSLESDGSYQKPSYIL
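System: HUVEC / Compound: single concentration / Signal: immunofluorescence imaging / Read-out: percent E-selectin-positive cells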
RAD54 inh – inhibitors of human RAD54 branch migration, primary screen, biochemical, fluorescence, single point; DNA repair and recombination protein RAD54-like (Homo sapiens), Q92698; RAD54 Holliday junction branch migration, FAM/BHQ fluorescence; inhibition, % at 10.4 µM; hit rate 0.14% among 360,000;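 active means mean normalized replicate activity at least 40 and at least half of replicates scoring 40 or more; inconclusive means only one of the two criteria met; inactive means mean below 40 and under half of replicates reaching 40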;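 further: 0% = median of neutral control wells and 100% = median of positive control wells; inhibitors cause a drop in the FAM fluorescence signal; in these data hits start at about 50%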
F508del corr – F508del CFTR correction, initial screen, CFBE line, single point | CFBE cells, YFP halide quenching; stimulated with forskolin plus potentiator P3; % fluorescence drop versus neutral controls | activity (quench increase), % at 7.58 µM | hit rate 0.36% among 350,000;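 active means mean added fluorescence quench of at least 8% versus neutral control, with both replicates also reaching 8%; inconclusive means only one of the mean or replicate conditions met; inactive means mean below 8% and not both replicates reaching 8%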;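 further: cells transiently co-express mutant CFTR-F508del with the halide-sensitive YFP; corrector assay measuring rescue of mutant channel to the surface after 24 h compound exposure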
INS-1E GSIS act – GLuc luminescence reporter in INS-1E cells, primary screen for activators of glucose-dependent secretion of insulin; INS-1E GLuc reporter insulin secretion, 2-3 h; activation, % at 16.6 µM; hit rate 0.61% among 370,000;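 active means lowest replicate activation of at least 40%, so every replicate reaches that level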;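 further: 0% = median of neutral control wells and 100% = median of IBMX positive control wells; some compounds called inactive have numbers as strong as hits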
Xi reactivation – activators of inactive X chromosome reactivation, primary screen, imaging, XiGFP fibroblasts, GFP high-content imaging, set 2; XiGFP mouse fibroblasts, % GFP-positive cells imaging, 3 d; cells co-treated with 5-aza-dC sensitizer; scaled so ellipticine positive control = 100%; activation, % at 7.58 µM; hit rate 0.055% among 360,000;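 active means mean normalized replicate activation at least 10% and every replicate at or above 10%; inconclusive means only one of the two criteria met; inactive means mean below 10% and not all replicates reach 10%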;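 further: 0% = median of on-plate neutral control wells and 100% = ellipticine 6 µM median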
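Material: SV40-immortalized XiGFP fibroblast cells, line 68-5-11 | Buffer or medium: DMEM containing 5-aza-dC | Dosing: One concentration, pinned | Times: 3 d treatment, 15 min room-temperature fixation | Controls: Ellipticine 6 µM positive control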
DENV2 CPE – inhibitors of DENV2 cytopathic effect, primary screen, cell-based, plate reader, single concentration. DENV2-infected cells, cytopathic effect rescue. CPE inhibition, % at 9.99 µM. hit rate 1.7% among 350,000; in the data active means CPE inhibition above about 20%, passing the limit was not always enough; inconclusive means no clear call, values can overlap the other calls; tested in BHK-21 cells;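 further: 0% = median of neutral control wells and 100% = median of positive control wells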
The depositor's hits bear a star; u = inconclusive; x = no result given.

SMILES	RAD52 inh	Casp6 inh	E-selectin induc	RAD54 inh	F508del corr	INS-1E GSIS act	Xi reactivation	DENV2 CPE
CC(C)NC(=O)N(C)C[C@H]1Oc2ccc(NC(=O)Cc3cn(C)c4ccccc34)cc2CC(=O)N([C@H](C)CO)C[C@@H]1C	-17	-4	-0.3	-1	-2.9	3	-0.1	3
O=C(CCC(=O)OCC(=O)c1ccccc1)Nc1cccc(Cl)c1	-10	3	x	x	x	6	0.0	9
CCCCCc1c(-c2cccc(Br)c2)ncn1CCc1ccccc1OC	23	-2	-0.1	x	3.1	1	0.1	-9
CN(C(=O)COC(=O)c1ccc(Cl)c(S(=O)(=O)NCc2ccccc2)c1)C1CCS(=O)(=O)C1 (centres undefined)	-8	-1	x	7	2.7	6	0.0	-7
COCCNC(=S)N1CCc2cc(OC)c(OC)cc2C1COc1ccc(C(C)C)cc1 (centres undefined)	-1	-2	-2.1	2	x	-11	0.0	1
COc1cc(C(NC(C)=O)NC(C)=O)ccc1OCc1ccccc1	-6	-3	1.3	x	-1.7	x	-0.1	-3
Cc1cccn2c(=O)c3cc(S(=O)(=O)c4ccccc4)c(=N)n(Cc4ccco4)c3nc12	0	1	-1.7	-3	-1.2	-9	0.0	1
O=C(c1cccc(Cl)c1)C1CCCN(S(=O)(=O)c2ccccc2)C1 (centres undefined)	-7	2	0.9	-5	-6.4	-12	-0.1	11
C[C@H](CO)N1C[C@H](C)[C@H](CN(C)C(=O)CCN(C)C)OCc2ccccc2-c2ccccc2C1=O	13	-2	-0.4	7	0.7	2	-0.4	0
CCn1ncc(CN2CCC(n3nccc3NC(=O)c3ccccc3Cl)CC2)c1C	-6	-11	0.6	3	-2.3	x	0.0	14
COc1ccc(CCNC(=O)C2CCN(S(=O)(=O)c3ccc(C)cc3)CC2)cc1	-2	-3	x	-5	-4.7	4	-0.1	1
O=C(C[n+]1cccc2ccccc21)c1ccc(NC(=O)c2ccccc2)cc1	1	-3	x	x	-4.1	1	0.1	u
C[C@H]1CN([C@@H](C)CO)C(=O)c2cccc(NS(=O)(=O)c3cn(C)cn3)c2O[C@H]1CN(C)CC1CCCCC1	-5	-1	-1.1	-7	-1.8	19	-0.8	-17
Cn1c(NNC(=O)CCC2CCCCC2)cc(=O)n(C)c1=O	-11	2	-0.1	11	1.2	-12	0.0	0
O=C1NC[C@H](CCCCN2C[C@H](Cc3ccc(O)cc3)N(CCc3ccccc3)C(=O)C2=O)N(CCC2CCCCC2)C1=O	-9	1	-0.7	x	2.7	-12	0.0	3
COc1cc(NC(=O)c2cc(-c3cccnc3)nc3ccc(Br)cc23)cc(OC)c1	-43	0	0.9	0	-3.0	9	-0.2	6
Cc1ccc(CCNC(=O)c2cc(S(=O)(=O)N3CCCC3)cn2C)cc1	0	1	-0.1	-7	-1.3	-28	0.1	12
COc1ccc(C(=O)OCC(=O)NCCCc2ccccc2)cc1[N+](=O)[O-]	-18	0	2.2	-2	-0.1	9	0.0	-4
CSc1ccc(CCNC(=O)CCc2nnc3ccc(N4CCOCC4)nn23)cc1	-10	-1	0.0	-1	-2.6	-4	0.0	-3
COc1ccc2c(c1)c(/C=N/Nc1nc3ccccc3[nH]1)c(C)n2C	0	-2	-0.2	-1	-0.1	-43	17*	-10
Cc1cc(C)c(O)c(-c2n[nH]c3c2C(c2cccc(O)c2)N(Cc2ccco2)C3=O)c1 (centres undefined)	-18	0	-0.2	0	2.8	-47	-0.3	0
C/C(=N\O)C1CC(CC(=O)O)C1(C)C (centres undefined)	-7	-3	-0.1	7	-2.8	0	0.0	18
CCOc1ccccc1C1C(C(N)=O)=C(C)Nc2nc(CCCO)nn21 (centres undefined)	-2	-1	x	4	1.4	17	0.0	-11
COCC#Cc1cnc2c(c1)C(=O)N([C@@H](C)CO)C[C@H](C)[C@@H](CN(C)S(=O)(=O)c1ccccc1)O2	8	-1	-0.6	-11	2.4	-13	-0.2	19
Cc1ccc(S(=O)(=O)NN2C(=O)/C(=C/c3cccnc3)SC2=S)cc1	-19	20	x	2	0.6	-12	0.0	5

Continuation.
SMILES	RAD52 inh	Casp6 inh	E-selectin induc	RAD54 inh	F508del corr	INS-1E GSIS act	Xi reactivation	DENV2 CPE
C[C@H](CO)N1C[C@H](C)[C@@H](CN(C)Cc2ccncc2)Oc2ccc(NC(=O)C3CC3)cc2C1=O	x	x	x	-1	2.0	0	0.2	x
O=S(=O)(c1cccc(-c2cn3ccccc3n2)c1)N1CCCCC1	-15	0	x	8	0.6	-3	0.2	-2
COc1ccc(NC(=O)c2cc(CC(C)C)on2)cc1OC	4	2	x	-7	-0.7	x	0.0	-13
O=C(c1ccco1)N1CCN(c2cccc(Cl)c2)CC1	-13	3	x	-6	1.4	-17	x	0
O=C(Nc1nc2ccccc2s1)C1CCN(C(=O)c2ccco2)CC1	-15	5	x	1	-0.7	-12	-0.1	-4
Cc1nc(-c2ccc3c(c2)OCCO3)cs1	-4	0	-0.1	x	0.7	-2	0.3	3
Cc1cc(C)c(C)c(S(=O)(=O)N2CCN(C(=S)NCC3CCCO3)CC2)c1C (centres undefined)	-4	6	0.1	x	-1.7	-34	0.0	-3
COc1ccc(C2OCC3(O)C(c4ccc(OC)c(OC)c4)OCC23)cc1OC (centres undefined)	2	1	x	14	-4.3	3	x	6
Cn1cccc1Cc1nnc(SCC(=O)NCc2ccccc2)n1-c1ccc(F)cc1	-127	-3	0.0	-5	-3.5	-8	0.0	-1
COc1cc(/C(=C/c2ccccc2)c2ccccc2)c2c(c1)oc1ccccc12	-57	-1	x	5	0.7	-2	0.1	2
CC1CCC2(CC1)NC(=O)N(CC(=O)c1ccc3c(c1)OCO3)C2=O (centres undefined)	-6	-4	0.0	-6	-0.7	8	0.1	x
COc1ccc(-c2cncc3nccn23)cc1OC	-7	x	0.5	-6	1.1	18	0.0	0
Cc1ccc(-c2nc(CS(=O)CC(=O)NCCCN3CCN(Cc4ccccc4)CC3)c(C)o2)cc1 (centres undefined)	-1	-25	x	12	4.1	-16	0.0	-3
CCCCCCN1C[C@@H](n2cc(-c3ccc(F)cc3)nn2)[C@H](O)C[C@@H]1c1ccc(OC)cc1	-40	-1	-2.9	-8	1.3	-31	0.0	7
Cn1c(NCCOc2ccccc2)nc2cc(-c3ccc(F)cc3)sc2c1=O	3	-1	0.2	-1	0.3	26	0.0	10
O=C(CO/N=C/c1ccc(OC(F)F)cc1)NCc1ccco1	-17	x	-2.1	-4	7.3	-17	0.5	x
CCc1ccc(N(CC(=O)Nc2ccc(NC(C)=O)cc2)S(=O)(=O)c2ccccc2)cc1	-1	1	-1.2	x	1.1	x	0.3	1
CCOc1ccccc1NC(=S)NC(=O)C1CCCCC1	-4	2	-0.3	2	-0.5	-10	-0.1	-8
CC(C)(C)c1ccc(S(=O)(=O)NCC(=O)N2CCCC2)cc1	1	0	-0.1	-2	-0.3	-1	0.0	4
COc1cc(Cl)ccc1OCc1cc(C(=O)N2CC[C@@H]3CCCC[C@H]3C2)no1	-44	7	x	0	3.5	-26	0.1	-1
CC(C)c1[nH]nc2c1C(c1ccco1)C(C#N)=C(N)O2 (centres undefined)	-15	0	x	1	2.6	-22	0.1	x
CC1CC[C@@]2(OC1)O[C@H]1CC3[C@@H]4C[C@@H](O)[C@@]5(O)C[C@@H](O)[C@H](O)C[C@]5(C)[C@H]4CC[C@]3(C)[C@H]1[C@@H]2C (some centres undefined)	-15	1	u	x	0.0	x	0.3	-2
C/C=C/c1cnc2c(c1)C(=O)N([C@@H](C)CO)C[C@@H](C)[C@H](CN(C)C(=O)Nc1ccc(F)cc1)O2	-14	0	0.1	1	-2.3	6	-0.3	-5
Cc1cccc(C(=O)Nc2ccc(N3CCN(c4ccc(C(F)(F)F)cn4)CC3)nc2)c1	-7	1	1.4	6	0.0	20	0.0	3
O=C(c1ccc(Cn2c(=S)[nH]c3ccc(N4CCOCC4)cc3c2=O)cc1)N1CCN(c2ccc(F)cc2)CC1	-16	0	-0.3	x	-1.3	-4	0.0	-8

Whole records, quoted from the list. Order of values: RAD52 inh	Casp6 inh	E-selectin induc	RAD54 inh	F508del corr	INS-1E GSIS act	Xi reactivation	DENV2 CPE
`COc1cc(/C(=C/c2ccccc2)c2ccccc2)c2c(c1)oc1ccccc12` as listed: -57	-1	x	5	0.7	-2	0.1	2
`COc1cc(Cl)ccc1OCc1cc(C(=O)N2CC[C@@H]3CCCC[C@H]3C2)no1` as listed: -44	7	x	0	3.5	-26	0.1	-1
`Cc1ccc(-c2nc(CS(=O)CC(=O)NCCCN3CCN(Cc4ccccc4)CC3)c(C)o2)cc1` (centres undefined) as listed: -1	-25	x	12	4.1	-16	0.0	-3

Next part.
SMILES	RAD52 inh	Casp6 inh	E-selectin induc	RAD54 inh	F508del corr	INS-1E GSIS act	Xi reactivation	DENV2 CPE
N#Cc1cnn2cc(CCN3CCOCC3)c(-c3ccc(F)cc3)nc12	-12	1	0.0	2	1.7	2	0.0	-2
COC1OC2COC(c3ccccc3)OC2C(OC(=O)c2ccccc2)C1OC(=O)c1ccccc1 (centres undefined)	-1	-2	0.0	-1	0.9	-6	0.1	1
COc1ccc(N(CC(=O)N2CCN(Cc3ccccc3)CC2)S(C)(=O)=O)c(OC)c1	-20	0	x	1	-9.1	-20	0.1	0
CSCC[C@H](NC(=O)c1cc([N+](=O)[O-])ccc1Cl)c1nc2ccccc2[nH]1	-7	2	x	-5	x	-9	0.0	1
CCCC(C)NC(=S)Nc1cc(C)cc(C)c1 (centres undefined)	-4	2	-0.3	-8	-4.6	-1	0.1	7
C[C@H](CO)N1C[C@H](C)[C@@H](CN(C)C(=O)CN2CCOCC2)Oc2ncc(C#CCN(C)C)cc2C1=O	5	0	0.0	0	x	-15	-0.1	0
c1ccc(C2c3[nH]c4ccccc4c3CCN2Cc2cccn2-c2ccccn2)nc1 (centres undefined)	-5	-5	6.9	6	2.0	2	0.0	-7
COC(=O)[C@@]1(Cc2ccc(F)cc2)[C@H]2c3cc(C(=O)N4CCCC4)n(C[C@H](O)CO)c3C[C@H]2CN1C(=O)c1ccccc1	-6	3	0.0	x	5.5	-9	0.0	2
Cc1c(NC(=O)Nc2ccc(C#N)cc2)c(=O)n(-c2ccccc2)n1C	8	2	-0.1	30	-1.5	7	-0.1	u
O=C1Nc2ccc(Br)cc2C1Cc1ccccc1F (centres undefined)	-7	-2	x	-2	x	x	-0.1	-7
N#CC1CCCc2c1[nH]c1ccc([N+](=O)[O-])cc21 (centres undefined)	-9	1	x	5	-2.2	12	0.0	3
Cc1cccnc1C(NC(=O)C1CCN(CCOc2ccc(F)cc2)CC1)c1ccc(F)cc1 (centres undefined)	2	1	-0.1	-6	1.6	-2	0.1	6
O=C(N/N=C/c1cc([N+](=O)[O-])ccc1O)C(O)(c1ccccc1)c1ccccc1	-79	-2	x	6	0.9	-29	0.0	0
Cn1c(-c2ccsc2)c(-c2cccs2)c2cc(-c3ccc4[nH]ccc4c3)ccc21	-7	-2	0.6	4	0.2	10	0.0	-19
CCCCN(C(=O)c1cc(CC)c(C)s1)c1c(N)n(CCC)c(=O)[nH]c1=O	-13	4	-2.4	x	-0.6	-1	1.8	1
